Screening data (PubChem)
Nrf2 activator: activates Nrf2 signaling | AREc32 ARE-luciferase reporter (MCF7-derived line), luminescence, 24 h | Potency, µM (titrated, usually from 46.1 µM), for the others: top-dose activation, most hits filed as activators | 410,000 compounds, 0.31% hits | AID 624171; further: % of control where 0% means no effect; nearly all actives have a fitted effect of over 65% in size
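ARE-driven firefly luciferase activity in AREc32 cells measured after a 24 hr compound exposure at 37 deg C, using Steady-Glo reagent and a 30 min room-temperature hold.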
TGFb SMAD3 inh: TGF-b pathway inhibition. HepG2 CAGA-GFP TGF-b/SMAD3 reporter, GFP fluorescence, 18 h; TGF-beta stimulated, 500 pg/mL final. Potency, µM (doses to about 46.1 µM), for the others: top-dose activity, negative = inhibition, hits mostly inhibitors. 410,000 compounds, 1.2% hits. AID 588855; further: on the % scale 0 is the no-effect control and ±100 the full control effect; nearly all actives have a fitted effect of over 65% in size
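Inhibition was scored as loss of TGF-beta-induced (500 pg/mL final, 18 hours, 37 degrees C) GFP in HEPG2 cells carrying a CAGA-GFP reporter, in DMEM with 1% FBS. Well GFP was summed per cell; Activity was normalised to unstimulated and stimulated DMSO wells, then concentration-response fitting.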
Nrf2 block: inhibitors of Nrf2 signaling; 360,000 compounds, 2.1% hits; A549 ARE-Fluc reporter, luciferase luminescence, 18-24 h; Potency, µM (highest dose often 46 µM), for inactives: at the top dose activity change, negative = inhibition, hits mostly inhibitors; further: on the % scale 0 is the no-effect control and ±100 the full control effect; nearly all actives have a fitted effect of over 60% in size
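Cells were seeded and rested 2 h, then exposed to compounds for 18-24 h. CellTiter-Fluor was read first as a viability measure. BugLite was added 15 min before the final luminescent read of ARE-luciferase activity in A549 cells.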
A549 tox: A549 cytotoxicity, counter-screen for Nrf2 inhibitors; 390,000 compounds, 0.16% hits; Potency, µM (series often up to 46 µM), inactives show top-dose activity change, negative = cytotoxicity, hits mostly inhibitors; A549 ARE-Fluc cells, CellTiter-Fluor viability, 18-24 h; further: on the % scale 0 is the no-effect control and ±100 the full control effect
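A549 ARE_Fluc cells in 5% FBS OPTI-MEM were exposed to compounds in concentration-response for 18-24 h at 37 deg C. Viability was read by CellTiter-Fluor fluorescence (Ex 405/Em 525) after 30 min, before the luciferase read.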
HepG2 tox: kills HepG2 cells in TGF-b inhibitor counter-screen; HepG2 CAGA-GFP viability, ATP luminescence, 18 h; Potency, µM (titrated, usually from 46.1 µM), inactives show at the highest dose activity change, negative = cytotoxicity, most hits filed as cytotoxic; 410,000 compounds, 0.76% hits; further: some results filed as inactive show a strong effect at the top dose
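HepG2 CAGA-GFP cells (1000/well, DMEM with 1% FBS) received compound, then TGF-beta at 500 pg/mL final, and were incubated 18 hours at 37 degrees C. Viability was read by CellTiter-Glo luminescence. Media-only wells were set as complete cell-killing and DMSO as no toxicity.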
ATXN2 expr inh: ATXN2 expression inhibition; HEK-293 ATXN2-luciferase reporter, luminescence, 24 h; 360,000 compounds, 0.72% hits; AID 1745845; Potency, µM (titrated, usually from 57 µM), for inactives: top-dose activity change, negative = inhibition, actives largely listed as inhibitors; further: on the % scale 0 is the no-effect control and ±100 the full control effect; nearly all actives have a fitted effect of over 55% in size
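ATXN2-luciferase reporter cells (luciferase flanked by upstream and downstream ATXN2 gene portions) were treated 24 h at 37 °C with compounds at up to 57 uM. SteadyGlo luminescence gave expression; GF-AFC fluorescence gave viability.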
S2 tox: reduces viability in counter-screen for ATXN expression inhibitors; S2 cells (HEK-293 line with an ATXN2-luciferase reporter) viability, CellTiter-Fluor protease fluorescence, 24 h; Potency, µM (top dose mostly 56.7 µM), most hits filed as cytotoxic; 400,000 compounds, 0.49% hits; AID 651635; further: nearly all actives have a fitted effect of over 40% in size
EPAC2 antagonist: blocks human EPAC2 exchange factor; AID 720708; Potency, µM (top dose mostly 114 µM), inactives show top-dose activity, negative = inhibition, hits mostly inhibitors; EPAC2 GEF exchange of Rap1B-BODIPY-GDP, fluorescence; 360,000 compounds, 0.18% hits; further: on the % scale 0 is the no-effect control and ±100 the full control effect; nearly all actives have a fitted effect of over 45% in size; many of its hits are not listed in these tables
Target sequence (Q8WZA2 whole entry, looked up): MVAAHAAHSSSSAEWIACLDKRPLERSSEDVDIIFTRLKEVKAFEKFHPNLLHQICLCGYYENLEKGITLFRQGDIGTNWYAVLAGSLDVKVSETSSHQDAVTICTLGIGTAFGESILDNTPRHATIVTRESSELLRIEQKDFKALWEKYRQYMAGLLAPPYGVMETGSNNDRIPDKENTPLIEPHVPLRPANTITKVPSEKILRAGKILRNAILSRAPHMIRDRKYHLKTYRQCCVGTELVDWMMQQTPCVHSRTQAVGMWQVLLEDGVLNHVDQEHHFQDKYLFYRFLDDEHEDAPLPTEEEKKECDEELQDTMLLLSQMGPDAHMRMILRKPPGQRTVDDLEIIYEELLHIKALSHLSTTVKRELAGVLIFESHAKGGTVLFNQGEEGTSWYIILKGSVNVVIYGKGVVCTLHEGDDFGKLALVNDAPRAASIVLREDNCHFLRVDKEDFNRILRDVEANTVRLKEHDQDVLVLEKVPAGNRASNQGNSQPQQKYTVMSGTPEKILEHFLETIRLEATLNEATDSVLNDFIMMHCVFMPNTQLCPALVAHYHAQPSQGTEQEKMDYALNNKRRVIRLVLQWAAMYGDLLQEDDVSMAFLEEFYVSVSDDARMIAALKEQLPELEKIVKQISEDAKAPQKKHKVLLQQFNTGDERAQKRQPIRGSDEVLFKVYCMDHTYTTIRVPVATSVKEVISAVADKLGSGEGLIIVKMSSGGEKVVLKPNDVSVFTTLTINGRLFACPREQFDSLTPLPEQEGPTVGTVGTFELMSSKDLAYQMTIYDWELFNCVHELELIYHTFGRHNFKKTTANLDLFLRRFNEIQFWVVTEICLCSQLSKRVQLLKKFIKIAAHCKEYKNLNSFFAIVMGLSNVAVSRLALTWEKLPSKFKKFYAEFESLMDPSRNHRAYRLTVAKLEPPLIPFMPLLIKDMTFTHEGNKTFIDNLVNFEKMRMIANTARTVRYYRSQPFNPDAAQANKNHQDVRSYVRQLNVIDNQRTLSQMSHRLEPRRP
MCF10A rereplic: DNA re-replication induction in MCF 10a cells; Potency, µM (top dose mostly 46.1 µM), for the others: at the highest dose activity, positive = re-replication, hits mostly activators; 350,000 compounds, 2.9% hits; MCF 10A DNA re-replication, Hoechst nuclear intensity, 48 h; further: % of control where 0% means no effect; nearly all actives have a fitted effect of over 50% in size
* = called active by the depositor; i = inactive; ? = inconclusive; · = not tested or not shown; & = joins results of further samples; [ ] = another dose, or the depositor's remark. The call rests on the fitted dose curve; in most records, active means well fitted curve in the direction sought with a large enough effect; inconclusive means small, poorly fitted or top-dose-only effect, or another doubt; inactive means no such curve, though single readings can be large; an effect the other way counts as inactive or inconclusive. Potency means the concentration at half of the fitted maximal effect.

Compound,Nrf2 activator,TGFb SMAD3 inh,Nrf2 block,A549 tox,HepG2 tox,ATXN2 expr inh,S2 tox,EPAC2 antagonist,MCF10A rereplic
CCCCNC(=O)Cn1c2c(c(-c3ccccc3Cl)cc1=O)CCC2,0.0%,-3%,1%,4%,-24%,2%,i,12%,0%
CCOC(=O)c1c(-c2ccccc2)oc2ccc(OCC(O)CNCCN(C)C)cc12 (centres undefined),-2.6%,?,-15%,?,14µM*,-36%,·,-10%,?
Cc1ccc(-c2cc(N)n(-c3ccc(C)cc3)n2)cc1,5.8%&0.6%,-6%&-7%,?,-1%&-4%,3%&1%,65%&77%[activator],i,-3%,-1%
CCN(CC)CCNC(=O)Cn1nc(-c2ccc(C)cc2)ccc1=O,0.1%,-9%,2%,8%,-14%,1%,i,6%,?
CCc1ccc(CN(Cc2ccco2)c2cnc(S(C)(=O)=O)nc2C(=O)Nc2ccccc2Cl)cc1,5.1%,7.9µM*,17%,3%,-24%,16%,i,·,·
CC(C)C(C)NC(=O)CSc1nnc(-c2c[nH]c3ccccc23)o1 (centres undefined),0.5%,?,?,-3%,2%,47%[activator],·,-2%,-5%
C=CCc1cc(Cl)ccc1OCCN(C)C,-0.7%,6%,·,6%,-9%,-16%,i,-7%,-3%
CCOC(=O)C1CCCN(S(=O)(=O)c2nc3nc(C)cc(C)n3n2)C1 (centres undefined),0.4%,1%,3%,10%,38%,-13%,i,-4%,14%
COC(=O)c1sccc1NC(=S)Nc1ccc(F)cc1,2.1%,4%,2%,3%,14%,3%,i,36%[activator],-2%
O=C(Nc1nccs1)C1CC(=O)N(c2ccccc2Cl)C1 (centres undefined),0.2%,-10%,8%,-7%,0%,1%,i,-5%,0%
CCNC(=S)N(CCc1c(C)[nH]c2ccc(C)cc12)Cc1cccs1,3.9%,?,-18%,?,-18%,-14%,?,3%,?
COC(=O)c1sccc1S(=O)(=O)N(CC(=O)NCc1ccc(F)cc1)c1ccc(C)c(C)c1,3.6%,-11%,-4%,-3%,-20%,-1%,i,·,·

Sorted by molecular weight (largest number first): four of the compounds above
Compound,Nrf2 activator,TGFb SMAD3 inh,Nrf2 block,A549 tox,HepG2 tox,ATXN2 expr inh,S2 tox,EPAC2 antagonist,MCF10A rereplic
CCc1ccc(CN(Cc2ccco2)c2cnc(S(C)(=O)=O)nc2C(=O)Nc2ccccc2Cl)cc1,5.1%,7.9µM*,17%,3%,-24%,16%,i,·,·
CCNC(=S)N(CCc1c(C)[nH]c2ccc(C)cc12)Cc1cccs1,3.9%,?,-18%,?,-18%,-14%,?,3%,?
COC(=O)c1sccc1NC(=S)Nc1ccc(F)cc1,2.1%,4%,2%,3%,14%,3%,i,36%[activator],-2%
Cc1ccc(-c2cc(N)n(-c3ccc(C)cc3)n2)cc1,5.8%&0.6%,-6%&-7%,?,-1%&-4%,3%&1%,65%&77%[activator],i,-3%,-1%

(more compounds)
Compound,Nrf2 activator,TGFb SMAD3 inh,Nrf2 block,A549 tox,HepG2 tox,ATXN2 expr inh,S2 tox,EPAC2 antagonist,MCF10A rereplic
C[C@@H]1CN([C@@H](C)CO)C(=O)CCCn2nncc2CO[C@H]1CN(C)C(=O)C1CCCCC1,-0.5%,12%,·,·,3%,-2%,i,9%,·
Cc1cc(C)nc(N/N=C/C2=C(O)CC(c3ccc(F)cc3)CC2=O)n1 (centres undefined),0.4%,-21%,?,?,-6%,·,?,-12%,5%
CC1(c2ccc(Cl)cc2)NC(=O)N(CC(=O)N2CCCC2)C1=O (centres undefined),0.0%,-1%,3%,1%,1%,-4%,i,-1%,-2%
COC(=O)[C@]12C(=O)NC[C@H](CN1c1ccc(C(F)(F)F)cc1)N2C,-0.6%,0%,-6%,2%,-21%,-3%,i,12%,5%
CC1CCCC(C)N1C(=O)c1cc(-c2ccco2)on1 (centres undefined),2.8%,-15%,13%,-2%,-3%,32%,i,-6%,-5%
COc1cc(F)ccc1-c1csc(C(NC(C)=O)c2cccc(F)c2)n1 (centres undefined),3.8%,13%,·,·,3%,2%,i,-10%,·
CCOC(=O)CC(=O)CSc1ccc2nnc(-c3cccc(F)c3)n2n1,0.4%,8%,?,-2%,-8%,-5%,?,-3%,30%
CC(C)n1c(SCC(=O)Nc2ccccc2)nc2c1c(=O)[nH]c(=O)n2C,-0.4%,-7%,-13%,-1%,14%,-18%,i,7%,-1%
CC(C)CNC(=O)c1cc2nc(C3CC3)cc(C(F)(F)F)n2n1,-0.1%,18%,-10%,-11%,-3%,13%,i,12%,3%
CN(C)C(CNC(=O)c1ccc2ccccc2c1)c1ccco1 (centres undefined),6.1%,3%,?,7%,-21%,6%,i,0%,0%
CN(Cc1ccc(Cl)cc1)C(=O)CNC(=O)C12CC3CC(CC(C3)C1)C2,0.2%,11%,-20%,3%,-12%,-9%,i,-3%,?
c1cc(CNC2C3CC4CC(C3)CC2C4)ccn1 (centres undefined),-0.7%,1%,0%,7%,-12%,-10%,i,1%,-24%
CC(c1nnc(SCC(=O)Nc2cccnc2Cl)n1Cc1ccccc1)N(C)C (centres undefined),0.6%,1%,?,0%,4%,0%[11.3 µM],i,-12%,2%
O=C(NCc1ccco1)c1cc([N+](=O)[O-])cc([N+](=O)[O-])c1,21%,4%,-11%,15%,-15%,-1%,i,4%,-9%
CCN1C(=O)[C@H]2[C@H]3CN=C(SC)N3[C@@](CC)(C(=O)OC)[C@H]2C1=O,-0.4%,?,1%,21%,21%,-8%,i,22%,?
Cc1ccc(C)n1C(CC(=O)O)c1ccc(C#N)cc1 (centres undefined),0.8%,-3%,9%,-1%,-9%,4%,i,5%,15%
CCN1C(=O)C2(C(C(=O)c3cc4ccccc4o3)=C(O)C(=O)N2CCCN(C)C)c2ccccc21 (centres undefined),0.3%,5%,2%,-20%,25%,-5%,i,-10%,1%
CCOc1cc(/C=N/NC(=O)COc2ccccc2C)ccc1OC(=O)c1cccs1,0.8%,-2%,?,-7%,-8%,-1%,i,-25%,1%
CCOCCCNC(=O)c1cc(-c2cccnc2)nc2ccc(S(=O)(=O)N3CCC(C)CC3)cc12,0.2%,15%,10%,0%,-1%,·,i,1%,-3%
Cc1c(S(=O)(=O)NCc2ccccc2)c(=O)n(C)c(=O)n1C,-0.7%,23%,?,-2%,10%,·,i,3%,0%
CC1CCC(N2CCN(c3ccc([N+](=O)[O-])cc3)CC2)CC1 (centres undefined),4.9%,0%,?,-1%,-9%,4%,i,5%,12%
COCCNC(=O)CN1C(=O)COc2ccc(S(=O)(=O)N3CCOCC3)cc21,-2.6%,?,6%,1%,3%,-27%,i,·,·
O=C(COC(=O)c1cccc(S(=O)(=O)NCc2ccccc2)c1)c1ccccc1,3.3%,27%,-29%,-1%,-14%,-1%,i,-8%,4%
COc1ccc(CCN2CNc3c(c(=O)n(C)c(=O)n3C)C2)cc1,1.1%,4%,-5%,5%,-16%,-3%,i,-1%,6%

Record cards, as listed above:
`CN(C)C(CNC(=O)c1ccc2ccccc2c1)c1ccco1` (centres undefined) is listed with Nrf2 activator: 6.1%; TGFb SMAD3 inh: 3%; Nrf2 block: ?; A549 tox: 7%; HepG2 tox: -21%; ATXN2 expr inh: 6%; S2 tox: i; EPAC2 antagonist: 0%; MCF10A rereplic: 0%
`CCOCCCNC(=O)c1cc(-c2cccnc2)nc2ccc(S(=O)(=O)N3CCC(C)CC3)cc12` is listed with Nrf2 activator: 0.2%; TGFb SMAD3 inh: 15%; Nrf2 block: 10%; A549 tox: 0%; HepG2 tox: -1%; ATXN2 expr inh: ·; S2 tox: i; EPAC2 antagonist: 1%; MCF10A rereplic: -3%

Taken from above.
ATXN2 expr inh, CCOc1cc(/C=N/NC(=O)COc2ccccc2C)ccc1OC(=O)c1cccs1 stands at -1%
A549 tox, CCN1C(=O)[C@H]2[C@H]3CN=C(SC)N3[C@@](CC)(C(=O)OC)[C@H]2C1=O stands at 21%

(more compounds)
Compound,Nrf2 activator,TGFb SMAD3 inh,Nrf2 block,A549 tox,HepG2 tox,ATXN2 expr inh,S2 tox,EPAC2 antagonist,MCF10A rereplic
COc1ccc(-c2ccc(NS(=O)(=O)c3ccc([N+](=O)[O-])cc3)cc2)nn1,1.7%,-17%,?,0%,-12%,6%,i,-10%,?
C[C@H]([C@@H](N)C(=O)N[C@@H](C(=O)O)[C@@H]1O[C@H](n2ccc(=O)[nH]c2=O)[C@@H](O)[C@H]1O)[C@@H](O)c1ccc(O)cn1,-1.3%,2%,3%,2%,-3%,-2%,i,-15%,-24%
COc1cc(/C=N/NC(=O)CNC(=O)c2ccncc2)ccc1OC(C)=O,0.1%,-8%,-1%,2%,-28%,10%,i,-1%,2%
Cc1cc(NC(=O)c2ccccc2)n(C)n1,-0.3%,3%,10%,-3%,-10%,14%,i,16%,-7%
Cc1onc(-c2ccccc2)c1C(=O)NC(=S)Nc1sc2c(c1C#N)CCCC2,-0.5%,-19%,2%,-2%,-26%,7%,i,0%,?
COc1cc(C(=O)NCC(=O)N/N=C/c2ccc(-c3cccc([N+](=O)[O-])c3)o2)cc(OC)c1OC,-0.1%,-8%,?,0%,2%,-2%,i,-9%,4%
Cn1c(=O)c2c(ncn2CC(=O)NC2CCCCC2)n(C)c1=O,0.0%,-11%,-13%,5%,-10%,-8%,i,1%,7%
CC(=O)Nc1ccc(NC(=O)c2ccc3c(c2)CCN3S(=O)(=O)c2ccc(Cl)cc2)cc1,0.0%,-1%,-31%,2%,-29%,-21%,i,·,·
COc1cccc2c(=O)n(CC(=O)N3CCCc4ccccc43)ccc12,-0.2%,-1%,-3%,-9%,-14%,-22%,?,4%,-2%
O=c1oc2ccccc2c(N2CCCC2)c1[N+](=O)[O-],-0.5%,3%,-1%,0%,-21%,-4%,i,17%,6%
Cn1c(CNc2ccc(Br)cc2)nc2ccccc21,3.4%,-8%,?,7%,-20%,0%,i,-24%,22%
CCC(CC)NC(=O)c1cc(OC)c(OC)c(OC)c1,-0.3%,2%,13%,0%,-33%,8%,i,0%[57.1 µM],?
Cc1cc(Br)ccc1NC(=O)c1ccco1,?,-17%,?,1%,0%,30%,i,3%,-2%

Only part of the results is shown; count on the stated rates, not on these rows.
